CHO parental Ca: counter-screen: ATP calcium response change in parental CHO cells; inhibition, % at 5.6 µM; 0.63% of 330,000 active; parental CHO-K1, ATP-induced calcium, Fluo-8 fluorescence;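 active = inhibition above that plate's mean sample inhibition plus 3 SD, cut at about 26% in these data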;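 note: 0% = ATP-challenged DMSO wells and 100% = DMSO wells without ATP; some compounds past the cut are filed as inactive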
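Test system: parental CHO cells; detection: calcium-sensitive Fluo-8 fluorescence; evaluation: percent inhibition of calcium signal; also added: ATP as calcium-mobilizing challenge; repeats: one well per compound; control set: ATP-challenged DMSO wells low, unchallenged DMSO wells high; compound: single nominal dose of 5.6 µM per compound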
OXTR potentiator: human OXTR potentiation | P30559 | CHO-OTR cells, Fluo-8 calcium fluorescence, potentiator mode; 0% = oxytocin EC15, 100% = EC100 | 0.061% of 320,000 active | activation, % at 3 µM | AID 2445;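 active = activation above that plate's cutoff, the mean activation of tested compounds plus 3 SD, cut at about 6.6% in these data, passing the limit was not always enough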;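 note: 100% uses oxytocin at 75 nM as the full agonist control; some results filed as inactive read as strong as hits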
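Assay system: CHO cell line stably expressing human OTR. Reagent: EC15 oxytocin agonist. Dosing: single dose, 3.0 µM nominal final compound concentration. Timing: compound 6 min at room temperature before oxytocin, 100 s read. Signal: kinetic Fluo-8 calcium fluorescence. Controls: oxytocin EC15 low and EC100 high.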
TAAR1 antag: antagonists of human TAAR1. inhibition, % at 3 µM. CHO RD-HGA16 TAAR1, Fluo-8 calcium fluorescence, antagonist. 1.5% of 360,000 active. Q96RJ0;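 active = inhibition above a per-plate cutoff, the mean inhibition of test compounds on that plate plus 3 SD, cut at about 49% in these data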;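 note: 0% = DMSO plus EC80 beta-PEA response and 100% = DMSO alone without agonist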
Target sequence (Q96RJ0 whole entry, looked up): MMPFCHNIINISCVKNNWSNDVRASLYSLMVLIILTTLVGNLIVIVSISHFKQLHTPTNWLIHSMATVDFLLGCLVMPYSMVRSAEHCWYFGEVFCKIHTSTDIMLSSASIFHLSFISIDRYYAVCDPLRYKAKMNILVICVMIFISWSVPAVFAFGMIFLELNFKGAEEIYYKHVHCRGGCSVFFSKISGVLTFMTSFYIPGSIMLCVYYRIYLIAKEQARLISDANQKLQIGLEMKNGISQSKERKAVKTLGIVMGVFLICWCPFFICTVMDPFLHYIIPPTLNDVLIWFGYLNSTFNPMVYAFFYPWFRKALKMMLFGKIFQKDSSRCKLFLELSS
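Test system: CHO RD-HGA16 cells bearing hTAAR1 | Reagent: β-PEA, EC80 | Compound dosing: 3 µM, single point | Schedule: Dye loading 75 min at 37 °C, then 30 min room temperature | Signal: Calcium fluorescence with Fluo-8 | Evaluation: Percent inhibition of PEA-evoked calcium signal, max/basal emission ratio | Control set: DMSO-only wells and EC80 β-PEA-stimulated wells | Repeats: Singlicate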
TAAR1 agonist: human TAAR1 agonism; CHO RD-HGA16 TAAR1, Fluo-8 calcium fluorescence; vehicle wells 0%, saturating PEA agonist 100%; 0.99% of 360,000 active; Q96RJ0; activation, % at 3 µM;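 active = activation above the mean activation of all test compounds in the run plus 3 SD, cut at about 38% in these data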
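Test system: RD-HGA16 (CHO) cells co-expressing Gα16 and hTAAR1 / Benchmarks: DMSO vehicle as 0%, PEA at EC100 as 100% / Repeats: no replicates (n 1) / Measure: % activation from peak over basal fluorescence ratio, DMSO-to-PEA scaled / Timing: 17-24 h plating, Fluo-8 75 min 37 °C, 30 min RT / Technique: kinetic Fluo-8 calcium fluorescence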
M1 PAM parental: nonselective activator or artifact in parental CHO-K1 calcium assay. ATP EC20, Fluo-8 calcium fluorescence; 0% at ATP EC20, 100% at ATP max. AID 602247. activation, % at 3 µM. 0.02% of 360,000 active;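 active = activation above the run cutoff, the mean activation of all test compounds plus 3 SD, cut at about 40% in these data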;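 note: peak over basal fluorescence ratio in a 140 s read after ATP addition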
CHO-K1 Ca antag: counter-screen for M1 antagonists: effect in parental CHO-K1 cells. ATP-induced calcium, Fluo-8 fluorescence. inhibition, % at 3 µM. 0.6% of 360,000 active. AID 602250;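 active = inhibition above a per-plate cutoff, the plate's mean sample inhibition plus 3 SD, cut at about 24% in these data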;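 note: 0% = DMSO plus EC80 ATP and 100% = DMSO alone without ATP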
CHRM1 agonist: activates human CHRM1 receptor | P11229 | 0.33% of 360,000 active | activation, % at 3 µM | CHO-K1 hM1, Fluo-8 calcium fluorescence, agonist mode; 0% DMSO, 100% acetylcholine EC100;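 active = activation above the run's mean compound activation plus 3 SD, cut at about 16% in these data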;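 note: peak over basal fluorescence ratio within a 140 s kinetic read after compound addition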
Target sequence (P11229 whole entry, looked up): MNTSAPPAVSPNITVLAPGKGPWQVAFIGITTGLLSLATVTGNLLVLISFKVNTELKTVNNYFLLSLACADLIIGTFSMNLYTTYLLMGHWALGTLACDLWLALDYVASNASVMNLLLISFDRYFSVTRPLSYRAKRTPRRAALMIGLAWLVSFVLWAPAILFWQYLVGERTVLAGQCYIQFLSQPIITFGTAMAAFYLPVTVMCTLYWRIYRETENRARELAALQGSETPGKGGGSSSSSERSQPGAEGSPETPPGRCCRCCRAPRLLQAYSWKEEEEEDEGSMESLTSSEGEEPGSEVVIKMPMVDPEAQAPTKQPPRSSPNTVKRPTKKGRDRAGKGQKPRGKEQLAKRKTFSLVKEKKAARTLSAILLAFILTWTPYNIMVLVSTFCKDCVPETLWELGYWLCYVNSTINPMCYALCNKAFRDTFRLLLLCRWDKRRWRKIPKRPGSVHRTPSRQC
M1 ag parental: nonselective activator or artifact in parental CHO-K1 cells. 0.48% of 360,000 active. activation, % at 3 µM. AID 602248. Fluo-8 calcium fluorescence; scaled to maximal ATP response, vehicle zero; in the data active = activation above about 15%;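 note: untransfected CHO-K1 host cells lacking M1 receptor as counterscreen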
M1 antag: antagonists of human M1 muscarinic receptor; inhibition, % at 3 µM; CHO-K1 hM1, Fluo-8 calcium fluorescence, ACh EC80 antagonist; 1.3% of 360,000 active; P11229;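 active = percent inhibition above its own plate's cutoff, namely the mean of that plate's compound wells plus 3 SD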;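 note: peak over basal fluorescence ratio during 140 s after agonist addition; 0% = ACh EC80 plus DMSO and 100% = DMSO alone without agonist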
The depositor's hits bear a star; . = not tested or not shown.

#	smiles	CHO parental Ca	OXTR potentiator	TAAR1 antag	TAAR1 agonist	M1 PAM parental	CHO-K1 Ca antag	CHRM1 agonist	M1 ag parental	M1 antag
1	COc1ccc(N(CC(=O)Nc2cccnc2)S(=O)(=O)c2ccccc2)cc1OC	-8	-6	-2	0	16	-7	-3	0.3	-11
2	O=C(NC1CCCCC1)C(c1ccc(F)cc1)N(C(=O)c1cccs1)c1ccc2c(c1)OCO2 (stereo not drawn)	1	-2	-18	3	-7	-18	-2	0.2	-15
3	COc1ccccc1S(=O)(=O)CC(O)COc1ccc(F)cc1Cl (stereo not drawn)	-14	-7	18	2	19	-11	2	1.8	-10
4	O=C(Cn1cnc2c(nnn2-c2ccccc2)c1=O)N1CCOCC1	-9	0	-6	0	23	-12	-4	0.2	-22
5	Cc1nnc(SCC(=O)c2c(N)n(C3CC3)c(=O)[nH]c2=O)n1C	-3	5	1	3	-1	-12	-2	0.8	-8
6	COc1ccccc1CNC(=O)c1cc2ccccc2oc1=O	-6	0	-28	7	6	-11	-2	2.2	-16
7	CCc1c(C)[nH]c2ccc(C)cc2c1=O	-3	-4	0	13	19	-4	-2	1.3	-2
8	CCCS(=O)(=O)NC(=O)C1(C)CCN(C(=O)c2snnc2C)C1 (stereo not drawn)	.	.	1	0	-10	8	-3	0.0	-13
9	Cc1cc(=O)oc2cc(OCC(=O)NCc3ccccn3)ccc12	-12	-19	8	12	16	-21	-3	0.4	-14
10	Cc1nn(C(C)(C)C)c(NC(=O)c2ccc(Cl)cc2)c1Br	-41	0	-16	1	17	-2	-4	1.4	-5
11	O=C(O)COc1ccc(NC(=O)c2cccs2)cc1	-1	3	-8	6	21	-7	-4	0.8	-13
12	CN(C)CCN1C(=O)c2ccccc2C1=O	1	-4	-10	4	-1	5	-7	0.6	10
13	CCCCNC(=O)C(NS(=O)(=O)c1cccc2nsnc12)c1ccccc1 (stereo not drawn)	-2	-18	0	0	-5	9	-5	0.2	-9
14	CCOC(=O)C[C@H]1c2cc(F)ccc2S(=O)(=O)N1C(C)C	-4	-2	20	6	9	-13	-4	0.5	1
15	O=C(NCc1nc2ccccc2[nH]1)C1=C[C@@H](c2csc3ccccc23)C[C@@H](OCc2ccc(CO)cc2)O1	-10	-20	48	19	-2	-14	-6	0.9	18
16	O=c1c2ccccc2n2nnnc2n1-c1ccccc1	-4	-9	-7	3	7	-2	2	0.2	-25
17	CCOc1ccc(NC(=O)NCc2cccnc2)cc1	-4	-1	10	0	18	-7	-6	-0.2	1
18	CCOC(=O)N1CCC(=NNc2ccc(S(=O)(=O)N3CCOCC3)cc2[N+](=O)[O-])CC1	-2	-7	5	1	20	-8	-8	0.4	-3
19	Cc1ccc(NC(=O)COC(=O)c2cc(Cl)cc(Cl)c2)c(Br)c1	-1	-1	-22	2	-9	16	0	-0.2	-4
20	Cn1c(CN2CCCCC2)nc2cc(NS(=O)(=O)c3ccc(F)cc3)ccc21	-10	-11	-24	17	7	3	-12	3.5	5

A draw from above in order of molar mass, largest number first.
#	smiles	CHO parental Ca	OXTR potentiator	TAAR1 antag	TAAR1 agonist	M1 PAM parental	CHO-K1 Ca antag	CHRM1 agonist	M1 ag parental	M1 antag
2	O=C(NC1CCCCC1)C(c1ccc(F)cc1)N(C(=O)c1cccs1)c1ccc2c(c1)OCO2 (stereo not drawn)	1	-2	-18	3	-7	-18	-2	0.2	-15
20	Cn1c(CN2CCCCC2)nc2cc(NS(=O)(=O)c3ccc(F)cc3)ccc21	-10	-11	-24	17	7	3	-12	3.5	5
17	CCOc1ccc(NC(=O)NCc2cccnc2)cc1	-4	-1	10	0	18	-7	-6	-0.2	1

Carrying on.
#	smiles	CHO parental Ca	OXTR potentiator	TAAR1 antag	TAAR1 agonist	M1 PAM parental	CHO-K1 Ca antag	CHRM1 agonist	M1 ag parental	M1 antag
21	C/C(=N\NC(N)=S)c1ccc(Cl)s1	13	-5	15	2	26	-12	-4	-0.2	-1
22	O=C(NCCN1CCOCC1)C1CCC(=O)N1Cc1ccc(F)cc1 (stereo not drawn)	-6	1	-10	2	-8	-4	-7	0.3	-2
23	O=C(NCc1ccco1)C1CC(=O)N(c2cccc(Cl)c2)C1 (stereo not drawn)	1	0	0	3	9	-2	-6	1.0	-8
24	Cc1nc(SC(C)C(=O)c2c(N)n(C)c(=O)n(C)c2=O)c2c(C)c(C)sc2n1 (stereo not drawn)	-10	-10	-4	20	9	1	-1	7.6	-8
25	COc1cccc(NC(=O)CCSc2nnc3scc(-c4ccccc4)n23)c1	-14	-11	0	2	21	-9	-3	0.7	-4
26	C[C@H](CO)N1C[C@H](C)[C@@H](CN(C)Cc2ccccc2)OCc2cnnn2CCCC1=O	.	.	-13	5	-8	13	-7	0.0	-3
27	CC(=O)Nc1ccc(OCC(O)Cn2ccnc2C)cc1 (stereo not drawn)	-3	2	-15	2	12	-15	-5	1.1	-9
28	C/C(=N\Nc1ncc(Cl)cc1Cl)c1ccc(N2CCOCC2)cc1	-20	-8	-18	1	0	-5	-6	0.0	-14
29	Cn1nc(-c2ccccc2)c(CSc2ccccc2)c1Cl	-32	-9	18	2	25	-14	-2	0.4	-15
30	CC(C)c1ccc(CC(=O)N2CCC2(C)C(=O)NS(=O)(=O)c2cccc(C#N)c2)cc1 (stereo not drawn)	.	.	-29	3	22	-12	-2	1.0	-9
31	CC(C)N(CCNC(=O)C1CCCN(c2ncnc3c2nc2n3CCCCC2)C1)Cc1ccccc1 (stereo not drawn)	-18	-22	-10	2	3	1	-6	-0.2	38*
32	COC(=O)CCSc1nc(N2CCOCC2)c2c(c1C#N)CC(C)(C)OC2	-10	-13	-10	1	-1	14	-4	0.8	-4
33	O=C(CN1C(=O)/C(=C\c2ccccc2F)SC1=S)Nc1nc2ccccc2s1	-7	-7	-1	3	20	-2	-4	1.0	-7
34	CSc1nc2ccc(S(=O)(=O)NC3CCCCC3)cc2s1	-4	-30	14	4	16	-17	-2	4.7	9
35	CC(=O)c1c(C)oc2c1C(=O)c1ccccc1C2=O	-2	-7	1	1	21	-7	-4	3.7	-6
36	COc1ccc(NC(=O)C2Cc3c(-c4cccc(C(C)=O)c4)ccnc3O2)cn1 (stereo not drawn)	.	.	-6	4	2	-3	4	2.0	-15
37	COc1ccc(CNC(=O)COC(=O)CCC(=O)c2cccs2)cc1	-1	-1	6	-1	7	-9	-2	0.9	-17
38	COc1ccc(NC(=O)C2CCC2)cc1S(=O)(=O)N1CCOCC1	-12	-4	-14	0	13	-15	-1	0.7	-11
39	COc1ccc(-c2c3c(nc4sc5c(=O)[nH]c(C)nc5c24)CCC3)cc1	-9	-4	0	11	17	-8	-4	0.3	-46
40	CSc1ncccc1C(=O)Nc1ccc(S(=O)(=O)NC2=NCCCCC2)cc1	-6	-2	2	1	-10	-8	-2	0.0	-2

Some of the entries above in another layout:
29) Cn1nc(-c2ccccc2)c(CSc2ccccc2)c1Cl
  CHO parental Ca: -32
  OXTR potentiator: -9
  TAAR1 antag: 18
  TAAR1 agonist: 2
  M1 PAM parental: 25
  CHO-K1 Ca antag: -14
  CHRM1 agonist: -2
  M1 ag parental: 0.4
  M1 antag: -15

30) CC(C)c1ccc(CC(=O)N2CCC2(C)C(=O)NS(=O)(=O)c2cccc(C#N)c2)cc1 (stereo not drawn)
  CHO parental Ca: .
  OXTR potentiator: .
  TAAR1 antag: -29
  TAAR1 agonist: 3
  M1 PAM parental: 22
  CHO-K1 Ca antag: -12
  CHRM1 agonist: -2
  M1 ag parental: 1.0
  M1 antag: -9

Further compounds follow.
#	smiles	CHO parental Ca	OXTR potentiator	TAAR1 antag	TAAR1 agonist	M1 PAM parental	CHO-K1 Ca antag	CHRM1 agonist	M1 ag parental	M1 antag
41	O=C1CN(S(=O)(=O)c2ccccc2Cl)CCN1	.	.	3	-1	12	-7	-2	2.1	-12
42	CCS(=O)(=O)N1CCC(C(=O)O)CC1	4	-9	4	2	12	-3	-6	0.5	12
43	COCCn1c(SCC(=O)Nc2sc(C)c(C)c2C#N)nnc1-c1ccc(OC)cc1	-16	5	11	10	10	-6	-7	0.5	-1
44	O=C(NC(c1ccccc1)c1ccc2ccccc2n1)C1CCN(Cc2ccc(Cl)c(Cl)c2)CC1 (stereo not drawn)	.	.	-31	1	-8	-4	-7	-0.2	3
45	CCOC(=O)CCC(NC(=O)c1ccc(NCN2C(=O)c3ccccc3C2=O)cc1)C(=O)OCC (stereo not drawn)	-16	-1	-14	12	-7	16	0	-0.1	-13
46	O=C(C1CCN(S(=O)(=O)c2c(Cl)cccc2Cl)CC1)N1CCCC1	-20	0	-6	5	-1	-9	-3	0.9	-9
47	CCc1c(C)nc2c(Br)cccc2c1SCCC#N	-9	-8	-21	-2	3	-3	-9	0.0	0
48	Cc1sc(NC(=O)C2=COCCO2)nc1-c1ccc(F)cc1	-5	-1	-25	0	-15	3	-3	-0.3	-9
49	Cc1cc2c(c(=O)n1CCN(C)C)C(c1ccccc1Br)C(C#N)=C(N)O2 (stereo not drawn)	-9	-11	-6	7	13	-8	-3	0.1	-15
50	CCN1C(=S)N[C@@H](c2cccc(F)c2)C(C(=O)OC)=C1C	-16	1	0	0	-9	-11	-8	-0.7	-6
51	Cc1ccc(C)c(OCC(O)CN2C(C)CCCC2C)c1 (stereo not drawn)	-11	-10	3	7	7	0	-6	0.4	-14
52	COCCCNC(=O)c1ccc(-c2csc(C)n2)cc1	1	-16	0	1	12	-20	1	1.4	-10
53	Cc1cc(NS(=O)(=O)c2ccc(NC(=O)C(F)(F)F)cc2)nc(C)n1	-10	1	-11	2	-20	14	-3	0.0	-7
54	O=C(CCCc1nc(-c2ccccc2)no1)NCc1cccnc1	-18	-3	-8	4	0	-1	-5	0.7	-6

Bioassay records from PubChem BioAssay.
